mIAP activ: activators of mouse IAP, primary screen, biochemical, luminescence, uHTS | intestinal alkaline phosphatase [Mus musculus] | muIAP, CDP-Star luminescence, 30 min; active compounds read high; 1 = vehicle-only enzyme signal, 0 = enzyme-free wells | activation factor at 10 µM | hit rate 0.24% among 330,000;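 active means activation factor of at least 2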; further: the source names both 10 and 20 µM as test concentration; values of inactives mirror those of a sister screen read the other way
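Assay system: mouse IAP enzyme / Compound: DMSO-dissolved test compounds / Timing: 30 min, room temperature / Measured by: luminescence from enzymatic CDP-Star hydrolysis / Control set: DMSO-only wells, enzyme-free buffer wells as negative control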
MPTP block: mitochondrial permeability transition pore inhibitors, primary screen, biochemical, isolated mouse mitochondria, absorbance; Ca2+ swelling absorbance, 30 min; inhibition, % at 10 µM; hit rate 1.4% among 360,000;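 active means inhibition of 50% or more, scaled per plate between neutral and stimulator controls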;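 further: 0% = DMSO wells given calcium and 100% = 1 mM EGTA wells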
hIAP activ: human IAP activators, primary screen, biochemical, luminescence, uHTS. purified human IAP, CDP-Star luminescence, 30 min; active compounds read high; 1 = vehicle-only enzyme, 0 = enzyme-free background. AID 2524, 2010. activation factor at 10 µM. hit rate 0.16% among 330,000. Intestinal-type alkaline phosphatase (Homo sapiens), P09923;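 active means activation factor of the enzyme at least 2-fold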; further: the source names both 10 and 20 µM as test concentration; values of inactives mirror those of a sister screen read the other way
Target sequence (P09923 whole entry, looked up): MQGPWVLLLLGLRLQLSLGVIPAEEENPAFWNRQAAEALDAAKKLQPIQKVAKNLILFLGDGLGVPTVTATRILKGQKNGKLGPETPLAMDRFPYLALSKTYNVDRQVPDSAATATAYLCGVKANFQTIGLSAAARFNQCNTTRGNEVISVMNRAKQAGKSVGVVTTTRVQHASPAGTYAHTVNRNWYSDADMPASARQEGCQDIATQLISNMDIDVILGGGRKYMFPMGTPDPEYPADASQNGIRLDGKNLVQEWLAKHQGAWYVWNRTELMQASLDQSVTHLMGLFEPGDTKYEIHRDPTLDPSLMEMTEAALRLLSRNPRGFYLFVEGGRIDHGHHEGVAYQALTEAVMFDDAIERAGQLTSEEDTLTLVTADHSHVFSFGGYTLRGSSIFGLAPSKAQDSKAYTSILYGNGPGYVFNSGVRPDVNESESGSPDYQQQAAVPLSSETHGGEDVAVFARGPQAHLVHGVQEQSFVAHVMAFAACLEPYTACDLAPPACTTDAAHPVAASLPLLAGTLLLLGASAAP
hIAP inh: human IAP inhibitors, primary screen, biochemical, luminescence, uHTS; AID 2544, 2010; purified IAP, CDP-Star luminescence, 30 min; inhibition, % at 10 µM; Intestinal-type alkaline phosphatase (Homo sapiens), P09923; hit rate 0.12% among 330,000;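 active means inhibition reaching a set limit with compound at 10 µM in the primary screen, cut at about 35% in these data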;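 further: plate controls were DMSO wells with enzyme for no effect and no-enzyme buffer wells for full effect; values of inactives mirror those of a sister screen read the other way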
A3G deaminase: APOBEC3G DNA deaminase inhibitors, primary screen, biochemical, fluorescence, single-stranded DNA substrate, uHTS; recombinant A3G, ssDNA deamination FAM/TAMRA fluorescence; inhibition, % at 20 µM; DNA dC->dU-editing enzyme APOBEC-3G (Homo sapiens), Q9HC16; hit rate 0.28% among 330,000; AID 493012, 2011;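 active means inhibition of at least 40% at 20 µM, with no more than 30% in the related APOBEC3A deaminase screen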;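 further: plate controls were DMSO wells with A3G for no effect and wells lacking A3G enzyme for full effect; some compounds called inactive have numbers as strong as hits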
mIAP block: inhibitors of mouse IAP, primary screen, biochemical, luminescence, uHTS; intestinal alkaline phosphatase [Mus musculus]; purified mouse IAP, CDP-Star luminescence, 30 min; inhibition, % at 10 µM; hit rate 0.2% among 330,000; AID 2806, 2010;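 active means inhibition of at least 40% at 10 µM in the primary screen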;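 further: plate controls were DMSO with enzyme for no effect and no enzyme wells for full effect; values of inactives mirror those of a sister screen read the other way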
APOBEC3A inh: APOBEC3A ssDNA deaminase inhibitors, primary screen, selectivity assay for APOBEC3G inhibitor project, biochemical, FAM/TAMRA oligo cleavage fluorescence. DNA dC->dU-editing enzyme APOBEC-3A (Homo sapiens), P31941. recombinant A3A, FAM/TAMRA ssDNA deamination fluorescence. inhibition, % at 20 µM. hit rate 0.41% among 330,000;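 active means at least 40% inhibition at 20 µM here, with at most 30% in a related deaminase screen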;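 further: plate controls were A3A with DMSO for no effect and wells lacking A3A enzyme for full effect; some results filed as inactive read as strong as hits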
MIN6 prolif: inducers of MIN6 beta-cell proliferation, primary screen, ATP luminescence, uHTS | hit rate 0.29% among 330,000 | proliferation, % at 10 µM | AID 2380, 2010 | MIN6 cells proliferation, ATPlite luminescence, 48 h; cells starved in 0.2% serum; 100% = growth in 10% serum;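 active means compounds whose signal lies at least 3.5 SD above the mean of all wells on their plate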;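 further: 0% = DMSO-treated cells in low-serum medium and 100% = 10% serum control; some compounds called inactive have numbers as strong as hits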
ATG4B inhibitor: ATG4B protease inhibitors, primary screen, biochemical, fluorescence, uHTS; Cysteine protease ATG4B (Homo sapiens), Q9Y4P1; ATG4B cleavage of LC3-PLA2, NBD-HPC fluorescence, 1 h; inhibition, % at 8.33 µM; hit rate 0.51% among 340,000; in the data active means inhibition above about 40%
Target sequence (Q9Y4P1 whole entry, looked up): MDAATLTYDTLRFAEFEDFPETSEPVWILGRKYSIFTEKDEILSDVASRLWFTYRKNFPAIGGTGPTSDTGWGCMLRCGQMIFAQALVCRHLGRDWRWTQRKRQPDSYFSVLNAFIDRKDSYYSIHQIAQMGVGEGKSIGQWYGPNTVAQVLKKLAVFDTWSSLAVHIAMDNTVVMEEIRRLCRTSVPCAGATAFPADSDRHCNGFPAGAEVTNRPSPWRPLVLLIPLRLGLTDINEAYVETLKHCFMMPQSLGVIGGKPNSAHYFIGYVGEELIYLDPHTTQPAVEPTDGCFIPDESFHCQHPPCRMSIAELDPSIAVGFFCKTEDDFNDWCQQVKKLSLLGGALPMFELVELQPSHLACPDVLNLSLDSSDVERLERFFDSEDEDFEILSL
The depositor's hits bear a star; nt = not tested or not shown.

SMILES	mIAP activ	MPTP block	hIAP activ	hIAP inh	A3G deaminase	mIAP block	APOBEC3A inh	MIN6 prolif	ATG4B inhibitor
Cc1c(C)n(C(=O)CSc2ncn[nH]2)c2ccccc12	0.96	-0.6	1.2	-18	-6	4	0	-4	-4
O=C(NCc1n[nH]c(=S)n1-c1ccc(Br)cc1)c1ccc(S(=O)(=O)N2CCCCC2)cc1	0.99	-0.6	0.95	5	-2	1	-5	1	-10
CCN(C(=O)COc1cc(=O)n(CC)c2ccccc12)c1cccc(Cl)c1	1	5.7	1	-4	-1	-1	3	0	-8
COc1cc(NC(=O)CCC(=O)O)nc(OC)n1	0.98	-1.4	0.85	15	-9	2	1	0	13
COC(=O)c1cccc(NC(=O)COC(=O)CSc2nc(C)cc(C)n2)c1	0.93	1.4	0.95	5	-8	7	-2	3	-2
Cc1ccc(S(=O)(=O)N2CCN(CC(=O)N/N=C\C(Cl)=C\c3ccccc3)CC2)cc1	0.86	2.1	0.87	13	-3	14	2	-3	-21
O=C(CSc1ccc2nnc(CCNC(=O)c3ccccc3)n2n1)NC1CCCC1	0.96	-0.6	0.85	15	2	4	1	-3	0
COc1cccc(-c2nc3ccccc3s2)c1	1	-0.8	1.3	-28	5	0	3	-2	5
CCOC(=O)C1=C(COC(=O)COc2ccccc2C#N)NC(=O)NC1C (stereo not drawn)	0.96	-0.5	0.97	3	-4	4	2	-3	-2
O=C(NCCc1c[nH]c2ccccc12)/C(=C/c1cccnc1)NC(=O)c1cccs1	0.91	-0.8	1	0	1	9	0	-3	-3
COc1ccc2cc1Oc1ccc(cc1)C[C@H]1c3cc(c(OC)cc3CCN1C)Oc1c(OC)c(OC)cc3c1[C@@H](C2)N(C)CC3	0.89	-1.2	0.84	16	-12	11	-2	-7	4
COc1ccccc1CCC(=O)Nc1cc(S(=O)(=O)N2CCOCC2)ccc1N1CCCC1	1	0.3	0.95	5	-2	-1	5	8	2
CCOC(=O)c1c(C)[nH]c(C)c1C(=O)CSc1nnc(-c2ccco2)n1Cc1ccccc1	1.1	-0.6	0.99	1	-1	-9	-1	6	-11
CCCCOC(=O)c1ccc(NC(=S)N2CCN(c3ncc4c(=O)c(C(=O)O)cn(CC)c4n3)CC2)cc1	1	12	0.88	12	-6	-3	-5	-6	2
Cc1nnc(SCC(=O)Nc2ccccc2)c2ccccc12	0.92	0.4	0.97	3	1	8	4	0	-10
Cc1cc(=O)oc2cc(NC(=O)c3cccc(F)c3)ccc12	0.94	1.4	0.96	4	7	6	6	-1	3
Nc1n[nH]c2c1C1(CCCCC1)Cc1ccccc1-2	0.93	0.1	1.1	-13	-2	7	2	-1	-4
COc1ccc(CNC(=O)C2CCCN2S(=O)(=O)c2ccc(S(=O)(=O)N(C)C)cc2)cc1 (stereo not drawn)	1.1	0.3	0.78	22	-1	-7	-2	-3	-4
CCc1nn2c(=O)cc(COc3ccc(/C=C4\C(=N)N5N=C(CC(C)C)SC5=NC4=O)cc3)nc2s1	0.87	nt	1	-1	7	13	4	-3	-3
Cc1ccc(S(=O)(=O)n2c([N+](=O)[O-])cnc2C)c(C)c1C	1	2.3	1.1	-11	-10	-1	0	-2	1

2 successive records out of the list so far, quoted:
SMILES	mIAP activ	MPTP block	hIAP activ	hIAP inh	A3G deaminase	mIAP block	APOBEC3A inh	MIN6 prolif	ATG4B inhibitor
COc1cccc(-c2nc3ccccc3s2)c1	1	-0.8	1.3	-28	5	0	3	-2	5
CCOC(=O)C1=C(COC(=O)COc2ccccc2C#N)NC(=O)NC1C (stereo not drawn)	0.96	-0.5	0.97	3	-4	4	2	-3	-2

More structures follow:
SMILES	mIAP activ	MPTP block	hIAP activ	hIAP inh	A3G deaminase	mIAP block	APOBEC3A inh	MIN6 prolif	ATG4B inhibitor
CCOc1ccc(C(=O)NCC(=O)OCCCOC(=O)CNC(=O)c2ccc(OCC)cc2)cc1	0.96	-0.9	1.1	-7	-2	4	7	1	-5
COc1cccc(OC)c1OCCCOc1ccc(C)cc1Br	1	0.4	1	0	-4	-4	3	-3	-3
COc1cccc(C(=O)Nc2ccc(NC(=O)Cc3ccccc3)cc2)c1	1	1.1	1	-1	-9	-2	-6	-1	-6
COc1cccc(-c2ccc3ncnc(NCc4cccc(C)c4)c3c2)c1	0.99	3.4	1	-4	-4	1	2	-3	40*
O=C(c1cccs1)N1CCCC(c2nc3c(nnn3Cc3c(Cl)cccc3Cl)c(=O)[nH]2)C1 (stereo not drawn)	0.96	-1.3	1.1	-7	-11	4	-4	-1	12
c1ccc(CCN=C2CCCc3c2[nH]c2ccccc32)cc1	1.1	-1.1	0.99	1	-10	-11	-3	-2	-1
O=C(CSc1nnc(Nc2ccccc2F)s1)NCC1CCCO1 (stereo not drawn)	1.1	0.1	1	-4	-7	-8	-5	-3	1
Cc1nc(-c2ccccc2)nc(-c2ccccc2)n1	0.96	-0.6	1	-3	4	4	5	1	3
Cc1ccc(S(=O)(=O)NC2CCC(C(=O)O)CC2)cc1 (stereo not drawn)	0.94	-0.5	0.97	2	-9	6	0	-1	-4
Cc1cc(Br)ccc1NC(=O)c1ccc(-n2cncn2)c([N+](=O)[O-])c1	0.92	-0.6	1	0	0	8	2	0	3
CCN(CC(=O)NCCCN1CCOCC1)S(=O)(=O)c1cc(Cl)ccc1Cl	1.1	-1.1	0.85	15	0	-7	4	-1	4
O=C(NNc1ccc(Cl)cc1)c1cccs1	0.97	1.7	1.1	-6	-1	3	-1	2	-11
C/C(CC(=O)NCc1ccco1)=N\NC(=O)CC#N	0.99	0.4	0.89	11	-9	0	-4	-1	-10
CCOC(=O)c1c(Nc2ccccc2)sc(/C=C2\C=Nc3ccccc32)c1O	0.92	22	1	0	0	8	0	-6	14
O=C(c1cccs1)N1CCN(S(=O)(=O)c2cccs2)CC1	0.91	-0.6	0.96	4	0	9	1	0	1
CC1CN(C(=O)COc2ccc3c(-c4ccccc4)cc(=O)oc3c2)CC(C)O1 (stereo not drawn)	0.99	0.8	1.1	-14	-3	1	24	-1	-2
CCOC(=O)CN(C(=O)CSc1nnc(C)n1-c1ccccc1)c1ccccc1	0.86	-0.3	0.97	3	5	14	3	-3	19
O=C(NC(=S)NCCN1CCOCC1)c1ccccc1Cl	1.1	-1.2	1.2	-18	-1	-9	2	-3	3
Cc1cc(C(=O)NCCC(c2ccccc2)c2ccccc2)c(C)o1	1.3	0.9	0.91	9	-5	-30	-3	-1	0
CN1CCN(c2ccc(CNC(=O)c3ccc4c(c3)OCCO4)cc2)CC1	1	0.2	0.98	2	-4	-1	1	-2	7
CN(C)C(=O)c1cc(C(=O)c2ccc(Cl)cc2Cl)c[nH]1	1	0.0	1.2	-24	-10	-4	-4	-2	-2
CC(=O)NC(Cc1ccccc1)c1ccc2c(c1)OCCCO2 (stereo not drawn)	0.88	1.2	1.1	-7	-3	12	-4	0	-11
Cc1ccc(NC(=O)N2CCCC2C(=O)Nc2nnc(C(C)C)s2)cc1 (stereo not drawn)	1	-1.4	1.1	-11	-7	-1	-4	-2	-3
CCn1c(SCC(=O)N2CCCC2)nc2c(c1=O)SCC2	1.1	-1.4	0.98	2	11	-7	-2	-1	-3
COC(=O)c1c(C)[nH]c(O)c1C=Nc1ccc(C(C)C)cc1	0.85	-0.6	0.97	3	-5	15	0	-4	-2
CCn1c(SCC(=O)Nc2ccccc2N2CCCCC2)nc2c1c(=O)n(C)c(=O)n2C	1.1	1.8	1.1	-13	3	-7	1	-4	-4
Cc1ccc(C(=O)NCCCNC(=O)c2ccccn2)cc1	0.93	-1.9	0.75	25	-10	7	-4	-3	7
O=C(NNC1CC(=O)N(c2ccc3c(c2)OCCO3)C1=O)c1ccc(Cl)cc1 (stereo not drawn)	0.97	-0.2	1	0	-10	3	-3	-1	2
CN(C)S(=O)(=O)c1cccc(NC(=O)COC(=O)c2cccc(S(=O)(=O)N3CCc4ccccc4C3)c2)c1	0.93	3.1	1	-1	-13	7	-5	0	-7
COC(=O)C1=C(C)N(c2ccc(C(=O)OC)cc2)C(=O)C1	0.89	-1.2	1.3	-30	-4	11	1	-3	-11
CC(=O)NS(=O)(=O)c1ccc2c(c1)C(=O)c1cc(S(=O)(=O)NC(C)=O)ccc1-2	1	0.4	1.2	-16	-2	-1	-6	0	-2
COc1ccccc1Cn1c(=O)oc2ccc(C)cc21	0.98	0.4	1.3	-31	-8	2	-5	-1	11
Cc1ccc(Nc2nc(=O)c3cccnc3s2)c(Br)c1	1.1	1.2	1.4	-42	-6	-12	-1	-1	-10
O=C(c1cnn2c(C(F)F)cc(-c3ccccc3)nc12)N1CCCCC1c1cccnc1 (stereo not drawn)	0.91	1.3	1	-3	-2	9	2	-3	-7
COc1cc2ccccc2cc1C(=O)Nc1ccc2oc(=O)ccc2c1	1	-2.0	1.2	-18	5	-1	-5	0	1
O=C1NC(C(=O)O)=CC(c2cccc(Cl)c2Cl)N1 (stereo not drawn)	1.1	-0.3	0.99	0	0	-7	-2	1	-4
O=C(Cn1nnc(-c2ccccc2NC(=O)c2cccs2)n1)Nc1ccccc1	1	-1.0	1	-4	-4	-3	-6	-2	21
COc1cc(NC(=O)C2C3CCC(O3)C2C(=O)O)cc(OC)c1 (stereo not drawn)	1	1.4	1.1	-6	1	-2	-1	-3	4
c1csc(-c2nnc(N3CCCCCC3)c3ccccc23)c1	0.93	0.1	0.96	4	-6	7	-2	-2	8
CCCCC(=O)Nc1cccn2ncnc12	0.95	-0.9	1.2	-19	-6	5	-4	6	2
Cc1cnc(C(=O)OCc2c(C)cc(C(C)(C)C)cc2C)cn1	0.97	-1.5	0.99	1	-5	3	-3	0	-6
COc1ccc(OC)c(NS(=O)(=O)c2cccc3cccnc23)c1	0.99	0.6	0.96	4	-5	1	2	2	-12
CC1(NC(=O)Cc2c(F)cccc2Cl)CCS(=O)(=O)C1 (stereo not drawn)	0.93	-1.2	1	-3	-5	7	-1	0	-1
COC(=O)[C@@H]1C[C@@H]2CC[C@@H](O)C[C@@H]2N1Cc1ccc(N2CCN(C)CC2)cc1	1.1	0.9	0.92	8	-10	-11	-6	-1	0
Cc1ccc(C(=O)OCC(=O)Nc2ccc3c(c2)OCO3)cc1S(=O)(=O)N1CCOCC1	1.1	-2.1	1	-3	-3	-7	-1	2	-5
CCOc1cc(C2C(C(=O)OC)=CN(Cc3ccc(Cl)cc3)C=C2C(=O)OC)ccc1O	0.92	3.8	0.84	16	-8	8	-3	-5	30
CCN(C(=O)COC(=O)CCn1c(C)csc1=O)c1c(N)n(Cc2ccccc2)c(=O)[nH]c1=O	0.98	-0.2	0.99	1	-6	2	0	-3	-3
COc1ccc(OC)c(S(=O)(=O)N2CCN(C)CC2c2ccccc2)c1 (stereo not drawn)	0.97	-1.2	1.1	-10	-7	3	-4	-2	1

Screens: PubChem, Sanford-Burnham Center for Chemical Genomics
